PDI turbidity = PDI (human) enzyme inhibition; AID 588391; PDI insulin aggregation turbidity, A650, 90 min; actives 0.052% (n = 350,000); inhibition, % at 10 µM; P07237;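 active = mean inhibition across replicates of 30% or more, whatever share of single replicates reach that level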;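 also: absorbance from insulin aggregation driven by PDI reduction with DTT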
MC4R barr agon = activates human MC4R beta-arrestin recruitment | U2OS MC4R beta-arrestin complementation, luminescence; percent of melanotan II response, DMSO zero | activation, % at 8.9 µM | actives 0.98% (n = 360,000) | AID 540308;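 active = activation above a per-plate cutoff, the mean activation of sample wells on that plate plus 3 SD, cut at about 8% in these data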
CaV13 ICDI inh = Disruptors of the CACNA1D IQ motif to Ca2+-dependent inactivation inhibitor domain association, primary screening, Förster resonance energy transfer in intact living …; HEK cells, CFP/YFP FRET ICDI-IQ, plate reader, 10 min; percent FRET-ratio fall versus neutral wells; inhibition, % at 12.3 µM; actives 0.098% (n = 340,000); AID 743397;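 active = mean replicate inhibition of at least 30% and at least 1% of replicates passing that level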;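 also: 0% = median of the neutral control wells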
Vif inh = inhibitors of HIV Vif; AID 602346; inhibition, % at 7.49 µM; actives 0.35% (n = 340,000); HEK293T cells, Vif self-association by quenched fluorescence, imaging, 24 h; in the data active = inhibition above about 50%, passing the limit was not always enough; also: some results filed as inactive read as strong as hits
aDG glyco act = alpha-DG glycosylation activation; Pro5-aDG cells, alpha-DG glycosylation AlphaScreen (IIH6); 0% Pro5, 100% B10-LARGE cell signal; activation, % at 10 µM; actives 0.22% (n = 360,000);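 active = activation of at least 8% versus controls, or a plate z-score of at least 8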;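 also: Pro5 are CHO cells carrying HIG-tagged alpha-DG that lacks glycosylation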
N-glyco inh = N-linked glycosylation inhibition. actives 0.23% (n = 360,000). AID 588692. D54 ERlucT glycosylation luciferase reporter, 24 h; percent of 100 nM tunicamycin response. reporter increase, % at 12.5 µM;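 active = mean luciferase reporter signal, scaled so untreated is 0 and the glycosylation-blocking control 100, at or above a set limit in every replicate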;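 also: luciferase carries N-glycosylation sites so blocking glycosylation raises the light; 0% = median of neutral control wells and 100% = median of 100 nM tunicamycin wells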
Cardio protect = protects H9c2 cardiomyocytes from peroxide injury; H2O2 injury protection, ATPLite, 2 h; protection from H2O2 cell death, % at 20 µM; actives 0.63% (n = 360,000); AID 588492;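 active = compounds giving at least 50% protection of heart cells from peroxide-induced death in the single-dose screen, raw or plate-pattern-corrected value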;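 also: 0% = DMSO wells with peroxide and 100% = DMSO wells without peroxide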
MC4R antag cAMP = blocks human MC4R cAMP signaling. P32245. MC4R-expressing cells, MTII-stimulated cAMP, LANCE TR-FRET. inhibition, % at 6.5 µM. actives 0.48% (n = 360,000). AID 540295;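 active = inhibition above its plate's cutoff, the mean of tested wells on that plate plus 3 SD, cut at about 29% in these data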;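 also: 0% = Melanotan II alone and 100% = Melanotan II plus saturating MCL0020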
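Assay system: U2OS-MC4R stable cell line; Also added: Melanotan II; Technique: Eu-cAMP/anti-cAMP TR-FRET, emission 671 nm; Times: 30-min compound, 1-h challenge, 1-h detection, room temperature.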
ABCB6 inh 2 = human ABCB6 transporter inhibition | K562-ABCB6 porphyrin accumulation, flow cytometry, 1 h; hits give low values | AID 602162 | actives 0.19% (n = 360,000) | fluorescence ratio to DMSO, % at 10 µM;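 active = fluorescence ratio to DMSO below 75%, the collection mean minus 3 SD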;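 also: signal is porphyrin accumulated inside mitochondria; 100% equals median channel fluorescence of DMSO control wells; lower ratio means ABCB6 inhibition with less porphyrin fluorescence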
Target sequence (Q9NP58 whole entry, looked up): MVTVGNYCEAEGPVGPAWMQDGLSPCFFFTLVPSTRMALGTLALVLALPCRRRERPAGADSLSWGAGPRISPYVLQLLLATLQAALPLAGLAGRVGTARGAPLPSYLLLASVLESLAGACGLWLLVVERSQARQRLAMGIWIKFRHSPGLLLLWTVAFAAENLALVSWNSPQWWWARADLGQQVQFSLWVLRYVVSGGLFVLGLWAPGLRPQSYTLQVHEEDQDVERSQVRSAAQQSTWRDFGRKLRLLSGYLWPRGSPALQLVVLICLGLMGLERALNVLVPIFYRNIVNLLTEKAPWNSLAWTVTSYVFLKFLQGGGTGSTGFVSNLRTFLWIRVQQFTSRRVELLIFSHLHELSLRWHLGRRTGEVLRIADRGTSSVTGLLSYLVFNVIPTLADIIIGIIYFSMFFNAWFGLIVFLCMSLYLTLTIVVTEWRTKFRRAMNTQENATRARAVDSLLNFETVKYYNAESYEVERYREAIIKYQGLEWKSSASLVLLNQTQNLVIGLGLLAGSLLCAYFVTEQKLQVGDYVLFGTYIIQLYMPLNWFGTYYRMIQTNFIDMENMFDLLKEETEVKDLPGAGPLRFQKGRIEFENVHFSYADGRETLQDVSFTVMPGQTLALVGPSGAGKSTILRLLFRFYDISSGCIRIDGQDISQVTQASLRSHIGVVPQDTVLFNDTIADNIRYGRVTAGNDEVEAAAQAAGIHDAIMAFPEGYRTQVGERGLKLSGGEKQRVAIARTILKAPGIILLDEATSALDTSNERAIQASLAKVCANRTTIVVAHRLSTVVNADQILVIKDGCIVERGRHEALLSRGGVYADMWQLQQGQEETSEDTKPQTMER
HTR2A ag = activates the mouse 5-HT2A serotonin receptor. activation, % at 7.6 µM. AID 624169. CHO-K1 mHTR2A beta-arrestin complementation, luminescence; percent of 30 µM serotonin response. actives 0.66% (n = 360,000). P35363;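 active = activation above a run cutoff, the mean activation of all tested compounds plus 3 SD, cut at about 14% in these data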;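 also: 0% = plate median of compound wells and 100% = 30 µM serotonin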
An asterisk follows results filed as active; · = not tested or not shown.

Second line of a record – PDI turbidity	MC4R barr agon	CaV13 ICDI inh	Vif inh	aDG glyco act	N-glyco inh	Cardio protect	MC4R antag cAMP	ABCB6 inh 2	HTR2A ag
O=[N+]([O-])c1ccc(CC(Cl)c2ccccn2)cc1 (stereo not drawn)
→ 2.5	-0.3	-5.8	-3.2	-0.2	-0.7	-6.4	5.5	99.0	0.0
CCC(C(=O)NCCc1c[nH]c2ccc(C)cc12)c1ccccc1 (stereo not drawn)
→ -10.4	-0.2	-17.9	5.8	0.1	-3.5	-1.7	2.3	88.0	-7.8
CCCOc1ccc(C(=O)Nc2ccc(S(=O)(=O)Nc3cc(C)nc(C)n3)cc2)cc1
→ -10.5	1.2	-5.1	4.8	0.1	1.9	-5.0	12.6	92.0	2.6
COc1cc(/C=C/C(=O)O)cc2c1OCCO2
→ 5.6	-1.5	-7.2	1.0	-0.2	0.3	-3.4	6.2	101.0	1.5
CCOc1ccc(C(C)=O)cc1COC(=O)CNC(=O)C12CC3CC(CC(C3)C1)C2
→ -6.2	0.7	-11.3	-10.6	0.2	4.2	3.0	-5.7	105.0	-5.7
COc1cccc(/C=C2\N=C(C3CCCCC3)OC2=O)c1OC
→ 5.9	0.1	-2.3	-5.0	-0.1	1.9	6.8	-2.3	100.0	0.4
COc1cccc(C(=O)N2CCN(C3CCC(c4ccccc4)CC3)CC2)c1 (stereo not drawn)
→ -3.0	-1.4	-6.4	·	0.6	-5.1	-15.0	0.5	97.0	-8.9
CC(C)(C)NC(=O)COC(=O)c1ccc(S(=O)(=O)N2CCCCCC2)cc1
→ 2.3	-1.8	·	-4.4	-0.2	0.9	-2.4	3.5	83.0	-2.5
CCN(C[C@H]1N[C@@](Cc2ccccc2)(C(=O)OC)[C@H]2C(=O)N(C)C(=O)[C@@H]12)C(=O)c1ccc(C)cc1
→ -4.4	-0.2	-10.5	·	-0.1	3.5	-0.8	9.2	98.0	1.3
O=C(Nc1ccccn1)c1cccc(S(=O)(=O)N2CCCc3ccccc32)c1
→ -14.8	-0.3	-5.0	-17.2	-0.1	-3.5	-0.1	-3.9	96.0	-3.2
CCc1nnc(NC(=O)c2cc(S(=O)(=O)N3CCCCC3)ccc2N2CCOCC2)s1
→ -2.1	-0.1	-6.7	10.1	0.2	-0.5	8.9	8.5	99.0	3.2
COc1ccc2c(CC(=O)OCC(=O)Nc3cc(C)c(C)cc3[N+](=O)[O-])coc2c1
→ -2.3	-0.4	-3.4	-2.4	-0.2	0.3	-4.0	-4.4	96.0	1.3
COc1ccc(C(=O)COC(=O)c2nn(C)c(=O)c3ccccc23)c(OC)c1
→ 16.3	-1.4	-1.8	3.2	0.1	1.1	11.0	-2.0	94.0	3.8
Cc1cc(N2CCOCC2)nc(N)n1
→ 11.9	-2.8	-5.9	-2.0	0.0	2.8	-5.7	10.6	101.0	-3.3
Cc1c(C)[n+](=O)c(-c2ccc(F)cc2)c(C)n1[O-]
→ 7.5	-1.0	·	-8.5	-0.1	1.1	1.0	0.8	96.0	-0.6
C=CCC1NS(=O)(=O)OC(CCCC)C1O (stereo not drawn)
→ -0.2	-1.3	-3.8	12.9	0.0	1.2	-1.0	11.1	96.0	-0.3
CN(C)c1ccc(CNC(=O)C2Cc3c(-c4cccc(C(N)=O)c4)ccnc3O2)cc1 (stereo not drawn)
→ -9.1	0.8	-4.3	5.6	-0.4	5.5	46.2	5.7	136.0	-0.1
CO/N=C/NC(=O)NOCc1ncc(C(F)(F)F)cc1Cl
→ -0.5	1.9	·	-18.9	0.2	-2.4	-2.6	7.7	106.0	2.2
CC#CCOC(=O)c1c(C)nc2sc3c(c2c1N)CCC(O)C3 (stereo not drawn)
→ -3.7	-0.2	-4.4	0.8	0.7	1.3	-34.2	1.3	96.0	1.0
CCOC(=O)Nc1cc(=O)c2ccccc2o1
→ 5.0	-1.0	-8.3	12.6	0.1	19.9	-0.5	-11.1	105.0	6.6
CCCCC[C@@H]1C=C(C(=O)O)[C@H](c2ccc(CC)cc2)N1S(=O)(=O)c1ccc(C)cc1
→ -6.9	0.3	-3.4	·	-0.1	1.6	-7.1	0.6	101.0	6.5
COc1ccc(S(=O)(=O)N2CCOC2CNC(=O)C(=O)NCCc2ccc(OC)c(OC)c2)cc1 (stereo not drawn)
→ -6.6	0.6	-4.7	1.6	0.4	-2.7	-1.4	17.9	99.0	-2.3
CCCCN(C(=O)C(C)Oc1ccc(Br)cc1)c1c(N)n(Cc2ccccc2)c(=O)[nH]c1=O (stereo not drawn)
→ 2.5	-0.9	-2.0	-5.7	0.2	-1.5	-0.2	17.4	99.0	0.5
Cc1cccc(C(=O)NCC(c2ccc(F)cc2)N2CCOCC2)c1 (stereo not drawn)
→ 1.0	0.9	-4.3	-1.6	0.1	-1.0	2.4	0.8	98.0	5.0
CCOC(=O)c1ccc(CN2CCCC(C)(C(=O)NCCOC)C2)cc1 (stereo not drawn)
→ -2.2	-2.8	-4.6	-8.9	-0.1	-1.9	-7.5	3.5	88.0	0.8
COc1cc(/C=N/NC(=O)c2cc(-c3cccc(Br)c3)nc3ccccc23)cc(OC)c1O
→ -6.1	-3.0	-3.9	-8.2	0.0	-1.9	33.1	5.2	94.0	1.5
COc1ccc(C(=O)N2CCC2)cc1S(=O)(=O)NCc1ccc(Cl)cc1
→ -5.3	-2.0	-7.0	6.2	0.0	0.3	0.5	8.5	99.0	-1.1
COc1ccc(OC)c(Cc2cnc3nc(N)nc(N)c3c2C)c1
→ 5.0	0.8	-5.7	9.3	-0.1	-6.5	-3.3	2.7	99.0	1.7
O=C(Nc1cc(Cl)ccc1N1CCOCC1)c1ccc2c(c1)OCO2
→ -4.2	-1.7	-5.7	11.7	-0.2	5.2	5.6	7.9	96.0	4.2
Cn1c(=O)c2nc3ccccc3nc2n(C)c1=O
→ -1.2	-1.4	1.0	1.1	-0.3	-1.1	-7.8	-1.9	102.0	-2.8
CN(C)C(=O)c1cc(C(=O)c2ccc(Cl)cc2Cl)c[nH]1
→ 4.3	-1.4	-21.1	-12.1	0.4	-2.1	-6.0	-1.1	96.0	6.6
CC1(NC(=O)NCc2ccco2)CCS(=O)(=O)C1 (stereo not drawn)
→ -0.9	2.5	-5.0	38.0	-0.2	2.1	-3.2	4.3	98.0	1.2
CCOC(=O)c1ccc(NC(=O)CSCC(=O)OCC(=O)c2ccccc2)cc1
→ -0.7	1.6	-3.2	-9.8	-0.1	1.5	4.0	36.4*	100.0	14.9*
Cc1nn2c(=O)c(NC(=O)c3ccc(Cl)cc3)cnc2s1
→ 3.7	-0.2	6.4	18.9	0.0	1.2	2.5	-1.1	98.0	3.2
Cc1ccncc1C(N)=O
→ -4.7	-1.2	-1.6	12.4	-0.1	1.0	3.7	-0.6	103.0	1.1
Cc1noc(C)c1COc1ccccc1C(=O)NCCOc1ccccc1F
→ 5.7	-0.2	-4.5	18.2	-0.3	-2.9	25.9	-2.1	91.0	-8.7
CCn1c(Cc2cccs2)nnc1SCC(=O)NC1CC1
→ 2.6	1.1	·	-4.6	0.0	1.0	5.9	0.2	103.0	1.1
Cc1ccc(COCC(CC(C)C)N2CCN(C(=O)c3cccc(C(F)(F)F)c3)CCC2=O)cc1 (stereo not drawn)
→ 1.5	-0.9	-11.5	-9.7	0.6	-5.8	-7.6	4.0	101.0	2.9
Cc1ccc(S(=O)(=O)N2CCN(C(=O)CC(C)n3nc(C)c(Cl)c3C)CC2)cc1 (stereo not drawn)
→ -10.3	1.6	-4.8	0.2	0.1	-0.9	1.6	-0.2	97.0	-2.7
COc1ccc(N2CCN(C(=O)c3ccc(Oc4ccc(C(F)(F)F)cn4)cc3)CC2)cc1
→ 1.9	-0.5	-9.0	-4.7	0.1	-1.0	-8.5	4.9	100.0	1.9
C[C@H](CO)N1C[C@H](C)[C@@H](CN(C)C(=O)NC2CCCCC2)Oc2ccc(NS(=O)(=O)c3cccs3)cc2C1=O
→ -3.4	-1.6	-6.8	-6.0	0.0	-0.5	6.1	-0.8	97.0	-1.0
CCc1cc(=O)oc2c3c(cc(OCC(=O)NCCCCCC(=O)O)c12)OC(C)(C)CC3
→ 1.6	-0.2	-19.4	·	-0.1	1.6	-2.6	3.9	92.0	8.3
Cc1cccc(OCc2nnc(SCC(=O)c3cccs3)n2C)c1C
→ 3.8	-1.9	-7.7	-12.4	0.8	-1.2	-6.4	-3.5	101.0	3.2
CCC(C)(C)NC(=O)C(c1ccc(C)cc1)N(CC1CCCO1)C(=O)CNC(=O)c1cccs1 (stereo not drawn)
→ 17.7	1.4	-15.4	-2.9	0.3	-0.3	3.7	-1.0	97.0	-3.0
COc1cccc(N2CC(C(=O)Nc3c(C(N)=O)oc4ccccc34)CC2=O)c1 (stereo not drawn)
→ -11.1	-4.9	-6.3	-11.8	-0.1	3.4	5.5	10.6	102.0	-5.1
COc1ccc(CN(CC(=O)NC2CCCCC2)C(=O)CCCC(=O)Nc2ccccn2)cc1
→ 1.0	-1.6	-5.4	0.3	-0.2	-0.3	2.5	4.2	106.0	-3.8
Cc1ccc2nc(N3CCN(c4ccccc4)CC3)c(C=O)c(=O)n2c1
→ 3.3	0.6	-4.7	2.3	-0.2	0.3	1.3	17.2	100.0	1.6
Cc1cccc(C(=O)NCc2nnc(SCC(=O)NC3CCCC3)n2C)c1
→ 1.9	2.4	-6.7	-4.9	-0.1	-1.2	4.9	-1.2	100.0	-3.9
Cc1ccc(SCCNC(=O)c2ccc([N+](=O)[O-])c(C)c2)cc1
→ -2.6	-1.2	-20.8	2.6	0.0	0.5	-2.6	10.9	99.0	-4.8
Cc1ccc(OCC(=O)NNC(=O)CCc2ccccc2)c(Br)c1
→ -4.3	1.2	-2.6	6.8	0.0	2.0	0.1	21.3	104.0	-4.9
OC(C#CCN1CCOCC1)c1cccs1 (stereo not drawn)
→ -6.2	-2.0	-2.8	3.6	-0.2	0.0	-1.0	5.3	91.0	5.8
Cc1ccc(OCC(=O)Nc2ccc(C)c(S(=O)(=O)N3CCCCC3)c2)c([N+](=O)[O-])n1
→ 0.8	3.0	-1.8	-15.0	-0.1	0.9	-3.7	1.6	96.0	4.5
CC(NS(=O)(=O)c1ccc(CCC(=O)N2CCN(C)CC2)cc1)c1ccccc1 (stereo not drawn)
→ 14.3	-1.1	-4.7	6.7	0.0	1.3	-4.0	2.7	91.0	-6.9
F[B-](F)(F)c1cc2ccccc2s1
→ -4.6	0.8	-5.3	-3.5	0.0	-0.7	-0.8	0.4	101.0	1.5
COC(=O)c1cc2occc2n1Cc1nc(-c2ccccc2C)oc1C
→ -5.5	2.4	-8.2	-12.3	0.1	-2.8	-6.0	-0.2	102.0	3.6
CCOC(=O)CSc1nnc(Cc2cc(=O)[nH]c(=O)[nH]2)n1-c1ccc(Cl)cc1
→ ·	-0.4	·	2.5	0.0	-5.9	-0.9	3.8	99.0	3.8

Screening data as filed in PubChem BioAssay.
